Screens deposited in PubChem BioAssay by several laboratories.
SKKanGAS inh = blocks kanamycin growth of S. pyogenes SKKanGAS strain. inhibition, % at 7.5 µM. 300,000 tested, 1.3% active. BacTiter-Glo, 6 h;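 active = mean replicate score, as percent of positive control median, at least 50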;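 note: strain carries kanamycin resistance gene driven by streptokinase promoter and grows in 40 µg/ml kanamycin; loss of luminescence reflects streptokinase promoter inhibition or plain growth inhibition; 0% = median of DMSO wells and 100% = positive control at its reference dose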
hERG protect = hERG (human) protection from proarrhythmic block; Q12809; CHO-hERG, FluxOR thallium flux, dofetilide IC70 present; activation (rescue from dofetilide block), less the hit threshold, % at 10 µM; 310,000 tested, 0.51% active; AID 1511;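 active = activation above the mean of controls blocked by dofetilide plus 5 SD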;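 note: thallium influx through hERG after potassium depolarization seen as dye fluorescence rise; in these data hits start at about 4.7%; inactives centre near -7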
RGS4 act = RGS4 potentiation or activation | HEK293 M3R/inducible RGS4, carbachol calcium flux Fluo4; active compounds read low | B-score at 10 µM | 310,000 tested, 0.92% active;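 active = B-score of the integrated calcium signal more than 4 SD below the library mean, with starting fluorescence not abnormally high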;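 note: negative B-score means reduced calcium response which marks RGS4 activation or potentiation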
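Material: M3R-expressing HEK293 line, RGS4 induced by doxycycline | Schedule: Overnight RGS4 induction, 30 min dye load 37 °C, 20 min compound RT | Measured by: Fluo4 fluorescence kinetic imaging of calcium | Read-out: Integrated calcium ratio converted to B score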
HDAC3 inh = inhibitors of human histone deacetylase 3; inhibition, % at 8.3 µM; 320,000 tested, 0.15% active; O15379; recombinant HDAC3, fluorogenic peptide/trypsin coupled, fluorescence; in the data active = inhibition above about 26%, passing the limit was not always enough
ANO1 activ = activates or potentiates the mouse TMEM16A chloride channel; HEK293 TMEM16A/YFP-H148Q/I152L, iodide quench fluorescence; active compounds read low; 340,000 tested, 0.3% active; B-score at 10 µM;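 active = fluorescence-ratio B-score plate-corrected deviation score at least 3 library SD below zero, with starting fluorescence score within 5 deviations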;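 note: channel opened by trigger with iodide after compound preincubation; score built on the fluorescence ratio of max minus min over baseline; more negative score means more quench and so TMEM16A activation or potentiation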
Target sequence (Q8BHY3 whole entry, looked up): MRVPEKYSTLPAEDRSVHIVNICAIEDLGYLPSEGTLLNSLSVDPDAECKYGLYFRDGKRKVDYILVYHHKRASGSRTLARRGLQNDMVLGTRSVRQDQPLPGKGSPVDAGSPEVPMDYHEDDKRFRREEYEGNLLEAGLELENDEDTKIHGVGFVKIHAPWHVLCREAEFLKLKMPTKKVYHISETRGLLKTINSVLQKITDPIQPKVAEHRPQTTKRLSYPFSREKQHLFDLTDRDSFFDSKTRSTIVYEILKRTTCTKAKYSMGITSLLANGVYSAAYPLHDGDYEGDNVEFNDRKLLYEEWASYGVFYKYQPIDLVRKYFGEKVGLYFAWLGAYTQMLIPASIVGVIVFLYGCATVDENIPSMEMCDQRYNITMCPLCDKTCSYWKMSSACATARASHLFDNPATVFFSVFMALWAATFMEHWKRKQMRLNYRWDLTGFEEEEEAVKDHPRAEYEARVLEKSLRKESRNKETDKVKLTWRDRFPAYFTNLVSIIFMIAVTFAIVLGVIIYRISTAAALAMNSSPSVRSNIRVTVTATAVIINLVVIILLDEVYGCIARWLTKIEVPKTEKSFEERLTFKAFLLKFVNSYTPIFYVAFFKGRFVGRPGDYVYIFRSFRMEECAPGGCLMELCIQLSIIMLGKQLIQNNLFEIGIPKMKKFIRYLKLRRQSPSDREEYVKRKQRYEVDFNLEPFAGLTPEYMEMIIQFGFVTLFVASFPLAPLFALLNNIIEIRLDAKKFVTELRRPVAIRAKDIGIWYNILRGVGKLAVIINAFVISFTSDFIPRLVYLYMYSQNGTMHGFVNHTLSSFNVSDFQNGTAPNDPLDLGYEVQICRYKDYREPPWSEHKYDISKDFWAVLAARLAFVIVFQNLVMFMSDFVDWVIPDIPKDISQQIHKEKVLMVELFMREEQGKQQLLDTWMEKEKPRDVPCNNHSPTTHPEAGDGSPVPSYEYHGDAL
TMEM16A inh = mouse TMEM16A channel inhibition, primary screen | normalized B-score (activity score, 25-100; higher = stronger inhibition) at 10 µM | 310,000 tested, 1.2% active | Q8BHY3 | AID 588511 | HEK293 TMEM16A/YFP iodide influx fluorescence, ionomycin;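 active = ratio plate-corrected score three or more library SD toward inhibition, starting fluorescence score within five deviations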;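 note: score derived from kinetic fluorescence span divided by baseline fluorescence per well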
KCNQ1 act = potentiates or activates the human KCNQ1 potassium channel | B-score at 10 µM | AID 2648 | P51787 | CHO-K1 KCNQ1, thallium flux FluxOR fluorescence; active compounds read high | 310,000 tested, 0.35% active;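 active = fluorescence ratio B-score, a plate-corrected score, at least three library SD, with initial intensity B-score within 5 SD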
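assay system = KCNQ1-transfected CHO-K1 cells | medium = assay buffer with matched DMSO | probe or stimulus = depolarizing K+/Tl+ stimulus, K2SO4 and Tl2SO4 each 12.5 mM in 5x stock | dosing = single dose | incubation = dye 90 min, compound 20 min, room temperature | detection = kinetic FluxOR fluorescence, 10 s baseline plus 110 s post-stimulus | evaluation = ratio B score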
KCNK9 inh = human KCNK9 channel inhibition | Q9NPC2 | HEK293 KCNK9, FluxOR thallium flux fluorescence; active compounds read low | B-score at 10 µM | 310,000 tested, 1.2% active;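 active = ratio B-score over 3 SD below the library mean, with starting fluorescence within 5 SD of its mean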;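 note: negative B-score means less thallium flux so channel inhibition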
KCNQ1 block = inhibitors of human KCNQ1 potassium channel. P51787. CHO-K1 KCNQ1, FluxOR thallium flux fluorescence; active compounds read high. B-score at 10 µM. 310,000 tested, 1.3% active. AID 2642;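 active = compounds whose thallium flux B-score, printed positive for inhibition, exceeds three library SD while starting fluorescence stays within three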;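 note: channel opened by potassium depolarization with thallium stimulus after 20 min compound exposure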
RGS4 inh = human RGS4 inhibition; P49798; HEK293 M3R/RGS4 inducible, Fluo-4 calcium flux; active compounds read high; triggered by carbachol at its EC20; B-score at 10 µM; 310,000 tested, 0.45% active; AID 463165;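 active = B-score, a plate-corrected calcium signal, over three deviations above library mean, with baseline fluorescence within five deviations of library mean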;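 note: RGS4 expression induced by doxycycline in cells with stable M3 receptor; B-score is computed from the integrated fluorescence ratio over baseline after carbachol; higher B-score means a larger calcium signal and so more RGS4 inhibition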
KCNK3 block = human KCNK3 channel inhibition, primary screen | 340,000 tested, 0.84% active | CHO-KCNK3 thallium flux, FluxOR fluorescence; active compounds read low | B-score at 10 µM;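 active = B-score under library mean minus 4 SD, starting fluorescence ratio at most library mean plus 5 SD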;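 note: more negative B-score means stronger inhibition of thallium flux through KCNK3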
* = called active by the depositor; i = inactive; / = no result given.

structure | KCNK3 block | RGS4 inh | SKKanGAS inh | RGS4 act | KCNK9 inh | TMEM16A inh | KCNQ1 act | KCNQ1 block | ANO1 activ | HDAC3 inh | hERG protect
COc1cc(SC)ccc1C(=O)NCCOc1ccc(F)cc1 | i | i | 1 | i | i | i | i | i | i | 1 | -7
COc1ccc(NC(=O)CSC2=NCCN2)cc1 | i | i | -1 | i | i | i | i | i | i | 7 | -6
Cc1ccc(C(=O)CC(C(=O)O)n2cncn2)cc1 (stereo not drawn) | i | i | -1 | i | i | / | i | i | i | / | 0
Cc1ccccc1NC(=O)CSc1nc2n(n1)CCCCC2 | i | i | 2 | i | i | i | i | i | i | -7 | -7
CCOc1ccccc1NC(=O)CSC1=C(C#N)C(c2ccco2)C(C(=O)Nc2nc3ccccc3s2)=C(C)N1 (stereo not drawn) | i | i | 25 | i | i | i | i | i | i | -1 | -5
Cc1csc(SCC(=O)NC(=O)NC(C)C)n1 | i | i | 7 | i | i | i | i | i | i | 5 | -5
COc1ccc(/C=C/c2nc(-c3ccccc3)cc(=O)[nH]2)cc1 | i | i | 2 | i | i | i | i | i | i | / | -12
S=C(NCc1ccc(Cl)cc1)NCc1ccccn1 | i | i | 7 | i | i | i | i | i | i | -2 | -8

(continued)
structure | KCNK3 block | RGS4 inh | SKKanGAS inh | RGS4 act | KCNK9 inh | TMEM16A inh | KCNQ1 act | KCNQ1 block | ANO1 activ | HDAC3 inh | hERG protect
CCn1cc2c(c1-c1cccc(C)c1)c(=O)n(C)c(=O)n2C | i | i | -7 | i | i | i | i | i | i | -9 | -5
C/C=C/C(=O)NCCc1ccc(OC)c(OC)c1 | i | i | 4 | i | i | i | i | i | i | -3 | -2
COCCn1c(SCc2cccc([N+](=O)[O-])c2)nc2ccccc2c1=O | i | i | 18 | i | -8.8* | i | i | i | i | -2 | -7
C=CCN(CC=C)C(=O)c1ccccc1NC(=O)c1ccccc1C | i | i | 4 | i | i | i | i | i | i | 0 | -5
CNCCCCOc1ccc(C(C)(C)C)cc1Cl | i | i | -5 | i | i | i | i | i | i | 8 | -11
COc1ccc(C(CC(=O)Nc2nccs2)C(C)C)cc1 (stereo not drawn) | i | i | -3 | i | i | i | i | i | i | -2 | -4
COc1ccc(-n2nnc3c(SCC(=O)OCc4ccccc4)ncnc32)cc1 | i | i | -12 | i | i | i | i | i | i | -7 | -7
COc1ccc(CCNC(=O)C2CCN(S(=O)(=O)c3cccs3)CC2)cc1OC | i | i | 7 | i | i | i | i | i | i | -6 | -8

Shown with values under each structure: three of the compounds above.
Order of results: KCNK3 block | RGS4 inh | SKKanGAS inh | RGS4 act | KCNK9 inh | TMEM16A inh | KCNQ1 act | KCNQ1 block | ANO1 activ | HDAC3 inh | hERG protect
- COc1ccc(-n2nnc3c(SCC(=O)OCc4ccccc4)ncnc32)cc1
 : i | i | -12 | i | i | i | i | i | i | -7 | -7
- C=CCN(CC=C)C(=O)c1ccccc1NC(=O)c1ccccc1C
 : i | i | 4 | i | i | i | i | i | i | 0 | -5
- CNCCCCOc1ccc(C(C)(C)C)cc1Cl
 : i | i | -5 | i | i | i | i | i | i | 8 | -11

Continuation.
structure | KCNK3 block | RGS4 inh | SKKanGAS inh | RGS4 act | KCNK9 inh | TMEM16A inh | KCNQ1 act | KCNQ1 block | ANO1 activ | HDAC3 inh | hERG protect
CN(C)/C=C(\C#N)c1nc2ccccc2[nH]1 | i | i | 15 | i | i | i | i | i | i | 8 | -5
CCn1c(SCc2ccccc2)nnc1-c1cccs1 | i | i | -6 | i | i | i | i | i | i | -3 | -14
CCOc1ccccc1NC(=O)c1sc2ncn(CC(=O)N3CCOCC3)c(=O)c2c1C | i | i | -1 | i | i | i | i | i | i | 0 | -8
COc1ccc(OC)c(-n2nnnc2SCC(=O)O)c1 | i | i | -1 | i | i | i | i | i | i | -1 | -4
Cc1ccc(OCC(=O)N2CCN(c3nnc(-c4ccccc4)c4ccccc34)CC2)cc1 | i | i | 8 | i | i | i | i | i | i | 0 | -22
O=C(CN1C(=O)/C(=C/c2ccccc2)SC1=S)NC1CCS(=O)(=O)C1 (stereo not drawn) | i | i | -3 | i | i | i | i | i | i | -1 | -1
O=C1NC(=S)N/C1=C/c1cc2c(cc1[N+](=O)[O-])OCO2 | i | i | -4 | i | i | i | i | i | i | 3 | -3
CC(C)(C)c1oc(C(=O)O)cc1CN1CCOCC1 | i | i | -5 | i | i | i | i | i | i | -8 | -3

New compounds follow.
structure | KCNK3 block | RGS4 inh | SKKanGAS inh | RGS4 act | KCNK9 inh | TMEM16A inh | KCNQ1 act | KCNQ1 block | ANO1 activ | HDAC3 inh | hERG protect
CCOC(=O)c1[nH]c2ccccc2c1NC(=O)c1ccc(Br)o1 | i | i | -5 | i | i | i | i | i | i | 2 | 0
O=C(c1ccc(-c2nnc(Nc3ccccc3)c3ccccc23)cc1)N1C[C@H]2C[C@H](C1)c1cccc(=O)n1C2 | i | / | 12 | / | / | i | / | / | i | 9 | /
CCCCCCCCN1[C@@H](CC(=O)OC)c2cc(F)ccc2S1(=O)=O | i | i | 1 | i | i | i | i | i | i | 14 | -5
COc1cc(/C=C/C(=O)N2c3ccccc3Sc3ccc(C(F)(F)F)cc32)cc(OC)c1OC | i | i | 17 | i | i | i | i | i | i | 7 | -11
Cc1ccc(N)c(C(=O)CCCCC(=O)O)c1 | i | i | 1 | i | i | i | i | i | i | 1 | -4
Cc1ccc(C)c(NC(=O)C(Sc2nncn2C)c2ccccc2)c1 (stereo not drawn) | i | i | 4 | i | i | i | i | i | i | 0 | -8
Cc1ccc(NC(=O)c2ccc3c(c2)C(=O)N(Cc2cccnc2)C3=O)c(C)c1 | i | i | 7 | i | i | i | i | i | i | 4 | -19
O=C(COC(=O)c1ccccc1O)Nc1ccc(S(=O)(=O)N2CCCCC2)cc1 | i | i | -4 | i | i | i | i | i | i | 3 | -8

Next entries.
structure | KCNK3 block | RGS4 inh | SKKanGAS inh | RGS4 act | KCNK9 inh | TMEM16A inh | KCNQ1 act | KCNQ1 block | ANO1 activ | HDAC3 inh | hERG protect
CC1Cc2ccccc2N1C(=O)CSc1nncn1C (stereo not drawn) | i | i | -5 | i | i | i | i | i | i | 0 | -3
O=C(NCc1ccco1)c1csc(Nc2ccccc2Cl)n1 | i | i | -4 | i | i | i | i | i | i | 0 | -18
COCCNC(=O)/C(C#N)=C/c1cccc(OCc2ccccc2)c1 | i | i | 3 | i | i | i | i | i | i | 3 | -15
COc1cc([N+](=O)[O-])ccc1NC(=O)NCCCN1CCCC1=O | i | i | 3 | i | i | i | i | i | i | 1 | -11
COc1ccc(C(=O)Cn2nnc(-c3ccccc3-n3cnnn3)n2)cc1 | i | i | -7 | i | i | i | i | i | i | 3 | 0
COc1cc(NC(=S)N2CCN(c3ccccn3)CC2)cc(OC)c1OC | i | i | 3 | i | i | i | i | i | i | 2 | -11
COCCNC(=O)c1ccccc1NC(=O)c1ccccc1N(C)S(=O)(=O)c1ccccc1 | i | i | 6 | i | i | i | i | i | i | 3 | -11
Cc1ccc(/C=C/C(=O)Nc2ncc(C)s2)o1 | i | i | 6 | i | i | i | i | i | i | -2 | 1

With a hit mark in KCNK9 inh, of those listed so far:
molecule	KCNK3 block	RGS4 inh	KCNK9 inh	KCNQ1 act	KCNQ1 block	ANO1 activ	HDAC3 inh
COCCn1c(SCc2cccc([N+](=O)[O-])c2)nc2ccccc2c1=O	i	i	-8.8*	i	i	i	-2

Entries of single compounds, quoted from the list. Order of values: KCNK3 block, RGS4 inh, SKKanGAS inh, RGS4 act, KCNK9 inh, TMEM16A inh, KCNQ1 act, KCNQ1 block, ANO1 activ, HDAC3 inh, hERG protect
CC1Cc2ccccc2N1C(=O)CSc1nncn1C (stereo not drawn) is listed with i, i, -5, i, i, i, i, i, i, 0, -3
COc1cc([N+](=O)[O-])ccc1NC(=O)NCCCN1CCCC1=O is listed with i, i, 3, i, i, i, i, i, i, 1, -11
COc1ccc(C(=O)Cn2nnc(-c3ccccc3-n3cnnn3)n2)cc1 is listed with i, i, -7, i, i, i, i, i, i, 3, 0

New compounds follow
structure | KCNK3 block | RGS4 inh | SKKanGAS inh | RGS4 act | KCNK9 inh | TMEM16A inh | KCNQ1 act | KCNQ1 block | ANO1 activ | HDAC3 inh | hERG protect
O=C(c1cccc(C(F)(F)F)c1)N1CCOc2ccccc21 | i | i | 4 | i | i | i | i | i | / | 0 | -4
Cc1ccc(CSc2nnc(-c3ccc(S(=O)(=O)N4CCCC4)cc3)o2)cc1 | i | i | 5 | i | i | i | i | i | i | -3 | 0
Cc1oc2c(C)c3oc(=O)c(CCC(=O)NCCN4CCOCC4)c(C)c3cc2c1C | i | i | -1 | i | i | i | i | i | i | -2 | -9
O=C(OCn1nnc2ccccc2c1=O)c1cccs1 | i | i | -5 | i | i | i | i | i | i | -3 | -7
O=C(Cc1c(F)cccc1Cl)OCN1C(=O)c2ccccc2C1=O | i | i | 10 | i | i | i | i | i | i | -1 | -3
O=C(Nc1cccc([N+](=O)[O-])c1)c1ccc(-c2ccccc2)cc1 | i | i | 2 | i | i | i | i | i | i | 2 | -2
CCOc1cc(CNCCc2ccc(S(N)(=O)=O)cc2)ccc1OCC(=O)NC1CCCCC1 | i | i | -9 | i | i | i | i | i | i | -5 | -10
O=C(NCCCn1ccnc1)c1ccc(Cl)c(Cl)c1 | i | i | -5 | i | i | i | i | i | i | -2 | -10

Carrying on.
structure | KCNK3 block | RGS4 inh | SKKanGAS inh | RGS4 act | KCNK9 inh | TMEM16A inh | KCNQ1 act | KCNQ1 block | ANO1 activ | HDAC3 inh | hERG protect
O=C(Nc1nnc(COc2ccc(Cl)cc2)s1)c1ccc([N+](=O)[O-])cc1 | i | i | 2 | i | i | i | i | i | i | -1 | -9
O=C(NCCCN1CCCC1=O)c1ccccc1NS(=O)(=O)c1ccc(F)cc1 | i | i | -6 | i | i | i | i | i | i | 1 | 0
O=C(COC(=O)/C(=C/c1cccs1)c1cccs1)NCc1ccccc1Cl | i | i | 33 | i | -9.7* | i | i | 7* | i | 8 | -9
COc1cc(/C=C2\SC(=S)N(CCC(=O)Nc3cccc(O)c3)C2=O)cc(OC)c1OC | i | i | 57* | -8.1* | i | i | i | i | i | 12 | -9
O=C(Nc1ccccn1)C1CCN(c2ncnc3c2nc2n3CCCCC2)CC1 | i | i | -3 | i | i | i | i | i | i | 0 | -8
Cc1ccc(NC(=O)CSc2nnc(CNC(=O)c3ccco3)n2C)c(C)c1 | i | i | -2 | i | i | i | i | i | i | 5 | 2
